PKA-R1A act = activators of PKA-R1A holoenzyme, primary screen, biochemical, fluorescence polarization, Cy5-IP20, bovine R1A, mouse PKAc; cAMP-dependent protein kinase type I-alpha regulatory subunit (Bos taurus) + …; PKA-R1A dissociation; scaled: DMSO 0%, 113 µM cGMP 100%; activation, % at 11.4 µM; actives 0.083% (n = 340,000); AID 504707, 2011;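 active = percent activation above the mean of all tested compounds plus 3 SD, cut at about 19% in these data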;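 also: higher means more PKAc released from R1A so a rise in polarization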
CDK5 p35 inh = inhibitors of human CDK5/p35 kinase, primary screen, biochemical, single concentration; Recombinant CDK5/p35, ADP-Glo luminescence, 60 min; inhibition, % at 10 µM; actives 0.01% (n = 330,000);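 active = highest replicate inhibition of at least 50% and at least 75% of replicates reaching 50%; inconclusive = only one of the two criteria met; inactive = both criteria failed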;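 also: plate controls were DMSO neutral control for no effect and GW8510 at 10 µM for full effect; many of its hits are not listed in these tables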
Arr AP2 block = inhibitors of beta-arrestin/AP2 binding, primary screen, biochemical, GPCR trafficking, flow cytometry; beta-arrestin 1 C-terminal peptide binding to AP2 beta2-adaptin appendage (human); FITC-arrestin peptide / GST-AP2 beads; AP2 beta2 appendage carries R879A mutation; inhibition, % at 10 µM; actives 0.31% (n = 340,000); AID 504490, 2011;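 active = inhibition above a set limit, near 3 SD of compounds lacking own fluorescence, cut at about 54% in these data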;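 also: plate controls were DMSO wells for no effect and 5 µM unlabelled arrestin peptide for full effect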
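Material – GST-tagged AP2 beta2-adaptin appendage (R879A) on 4 µm glutathione beads · Probe or stimulus – fluorescein-tagged arrestin peptide at 50 nM final · Timing – 12 min plus 1 h, RT · Detection – bead flow cytometry, FITC channel · Read-out basis – inhibition as reduced fluorescein signal on beads, percent · Medium – PBS plus Tween 20 (0.05%) and BSA (0.1%)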
SR-BI DiI inh = inhibitors of SR-BI mediated HDL lipid uptake, primary screen, ldlA[mSR-BI] cells, fluorescence, single point | Scavenger receptor class B member 1 (Mus musculus), Q61009 | ldlA[mSR-BI] CHO cells, DiI-HDL uptake fluorescence, 3 h | inhibition, % at 12.5 µM | actives 0.96% (n = 320,000) | AID 488896, 2010;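 active = mean replicate inhibition of at least 70% and a set share of replicates each scoring 70 or more; inconclusive = meets just one of the two criteria; inactive = fails both criteria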;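 also: 0% = median of neutral control wells and 100% = median of positive control wells; values of inactives mirror those of a sister screen read the other way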
dFosB activator = activators of delta FosB homodimer, primary screen, biochemical, fluorescence polarization, TAMRA-CDK5 oligo, single point; Protein FosB (Mus musculus), P13346; purified delta FosB; percent of positive-control signal above neutral wells; activation, % at 25 µM; actives 0.99% (n = 340,000);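 active = mean activation above about 17%, with every replicate also reaching it, limit read from the data, passing the limit was not always enough; inconclusive = only one of the two conditions met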;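 also: fluorescence polarization rise as delta FosB binds a TAMRA Cdk5 AP-1 oligo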
Target sequence (P13346 whole entry, looked up): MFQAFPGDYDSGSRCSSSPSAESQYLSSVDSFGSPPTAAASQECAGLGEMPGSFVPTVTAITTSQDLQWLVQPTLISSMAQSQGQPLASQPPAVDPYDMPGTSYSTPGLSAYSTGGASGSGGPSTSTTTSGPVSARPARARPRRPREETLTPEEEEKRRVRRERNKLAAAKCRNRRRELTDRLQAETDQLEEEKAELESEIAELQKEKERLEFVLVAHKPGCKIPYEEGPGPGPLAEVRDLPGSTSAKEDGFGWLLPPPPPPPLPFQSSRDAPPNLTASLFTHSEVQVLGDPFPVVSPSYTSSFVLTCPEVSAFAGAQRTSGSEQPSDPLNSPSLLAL
DSG3 Ab inh = inhibitors of pemphigus antibody binding to DSG3, primary screen, biochemical, bead-based, flow cytometry, scFv-GFP | binding (percent of control), % at 10 µM | DSG3-coupled beads, scFv-anti-DSG3-GFP binding; active compounds read low | Desmoglein-3 (Homo sapiens), P32926 | actives 0.48% (n = 310,000);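 active = binding more than 3 SD below its plate's average and above zero; inconclusive = below that plate limit but binding exactly zero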;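 also: hits lower antibody fragment binding to DSG3; some compounds called inactive have numbers as strong as hits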
SR-BI DiI-HDL act = activators of SR-BI mediated DiI-HDL uptake, primary screen, ldlA[mSR-BI] CHO cells, DiI fluorescence; 3 h; 100 = double the neutral-control signal; activation, % at 12.5 µM; AID 504775, 2011; actives 0.096% (n = 320,000);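 active = mean replicate activation of at least 60% and every replicate at or above 60%; inconclusive = mean or all-replicate condition met, but not both; inactive = mean below 60% and not all replicates reaching 60%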;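 also: 0% = median plate neutral-control signal and 100% = twice that signal; values of inactives mirror those of a sister screen read the other way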
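Test system: SR-BI-overexpressing, LDLR-lacking CHO cells; Also added: labelled HDL, 10 µg/mL; Measured by: bottom-read cell fluorescence after medium removal, ex 550/em 595 nm; Timing: 3 h uptake period with compound, 37 °C; Buffer or medium: F12, 0.5% BSA, 25 mM HEPES; Doses: single compound concentration, delivered by pin transfer.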
PKA-R2B activ = activators of PKA-R2B holoenzyme, primary screen, biochemical, fluorescence polarization, Cy5-IP20, human; PKA-R2B holoenzyme dissociation; R2B truncated from residue 108, S112A mutant; 0% DMSO only, 100% 113 µM cGMP; activation, % at 11.4 µM; actives 0.079% (n = 340,000); AID 504700, 2011; cAMP-dependent protein kinase catalytic subunit beta (Homo sapiens) + cAMP-dependent …;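 active = activation above a cutoff set at the mean over all compounds plus 3 SD, cut at about 18% in these data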;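 also: higher means more holoenzyme dissociation and a rise in polarization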
Target sequence (P31323 whole entry, looked up, other chains not shown, the tested form may be a part): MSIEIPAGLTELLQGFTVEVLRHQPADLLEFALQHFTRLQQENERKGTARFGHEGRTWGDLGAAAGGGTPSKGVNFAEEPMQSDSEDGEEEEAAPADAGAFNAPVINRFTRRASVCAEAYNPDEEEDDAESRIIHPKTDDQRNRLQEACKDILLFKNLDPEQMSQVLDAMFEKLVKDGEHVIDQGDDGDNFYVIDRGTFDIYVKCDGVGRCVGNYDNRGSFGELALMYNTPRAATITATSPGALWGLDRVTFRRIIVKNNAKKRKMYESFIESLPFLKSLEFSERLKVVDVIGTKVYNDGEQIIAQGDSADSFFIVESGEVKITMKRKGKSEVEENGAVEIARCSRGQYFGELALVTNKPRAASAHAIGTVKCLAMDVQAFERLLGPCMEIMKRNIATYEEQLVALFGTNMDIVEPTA
MITF TRPM1 HTS = activators of MITF-driven TRPM1 promoter reporter, primary screen, cell-based, SK-MEL-5, luciferase, single point. AID 588334, 2011. actives 0.75% (n = 300,000). SK-MEL-5 TRPM1-promoter luciferase, 24 h; % of positive control, neutral wells = 0. activation, % at 12.5 µM;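 active = mean activation of at least 80% with every replicate also reaching 80%; inconclusive = mean reaches 80% but some replicate falls short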;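 also: 0% = neutral control wells and 100% = parthenolide positive control wells; values of inactives mirror those of a sister screen read the other way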
Mot1-301 SUMO = yeast Mot1-301 growth rescue at high temperature, primary screen, SUMOylation pathway inhibitor project, S. cerevisiae, ATP luminescence, 38.5C; S. cerevisiae Mot1-301 growth rescue; percent above DMSO median, 100 means doubled; growth rescue, % at 18.8 µM; actives 1% (n = 320,000);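 active = every valid replicate shows activation above 250% relative to neutral control wells; inactive = the rest, any valid replicate at or below 250%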;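 also: OY570 slx delta 5 strain wells were the positive control but not used for scaling; some compounds called inactive have numbers as strong as hits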
NSD2 HMT inh = NSD2 histone methyltransferase inhibitors, primary screen, biochemical, AlphaScreen, single concentration, set 2. NSD2 peptide methylation, 120 min. Histone-lysine N-methyltransferase NSD2 (Homo sapiens), O96028. actives 0.54% (n = 310,000). inhibition, % at 12.5 µM; in the data active = inhibition above about 50%
The depositor's hits bear a star; u = inconclusive; x = no result given; + = active, no number.

SMILES	PKA-R1A act	CDK5 p35 inh	Arr AP2 block	SR-BI DiI inh	dFosB activator	DSG3 Ab inh	SR-BI DiI-HDL act	PKA-R2B activ	MITF TRPM1 HTS	Mot1-301 SUMO	NSD2 HMT inh
COc1ccc(-n2c(=O)c3c4c(sc3n(CC(=O)NCC3CCCO3)c2=O)CCCC4)c(OC)c1 (centres undefined)	-7	-6.0	2	-3	-4	97	3	-15	3	-15	-4
COc1ccc(-c2cc(C(F)(F)F)nc(SCCC(=O)N3CCN4CCCC4C3)n2)cc1 (centres undefined)	7	-0.5	3	u	-4	116	-73	4	10	831	0
CCOc1ccc(NC(=S)NCCCN2CCN(C3CCCCC3)CC2)cc1	6	0.0	8	-3	-3	111	3	9	-7	-11	3
CN(C(=O)c1ccc(NC(=O)Cc2cccc(NC(=O)C3CCCN(C(=O)C4CCC4)C3)c2)cc1)C1CC1 (centres undefined)	-1	8.3	39	48	0	102	-48	-3	10	x	x
COc1ccc(CCNC(=O)c2cnn3ccccc23)c(OC)c1OC	-6	-2.9	-5	28	-7	103	-28	-9	x	0	x
c1ccc(-c2cc(-c3nnc4n3N=C(c3ccc5ccccc5c3)CS4)[nH]n2)cc1	-16	-0.2	-9	33	-24	104	-33	-2	20	0	3
CCOc1ccccc1C(=O)NCC(=O)O	2	-0.7	2	10	-3	x	-10	-4	-2	-4	x
Cc1ccc(S(=O)(=O)N2CCN(c3ncnc4c3cnn4-c3ccccc3)CC2)cc1	-2	-0.2	-6	-10	0	108	10	1	10	-8	-2
O=C(O)Cn1cc(C(=O)c2ccco2)c2ccccc21	1	1.2	1	-31	0	x	31	6	7	-12	-1
Cc1ccc(NC(=O)CSc2nc(=O)n(CCN(C)C)c3c2CCCC3)c(C)c1	0	0.7	-13	-21	-6	99	21	-3	5	-15	4
Cc1cc([N+](=O)[O-])cc2c1-c1ncccc1C2=Nc1ccccc1	1	-1.7	-1	-13	-2	x	13	2	-8	0	1
O=C(Nc1ccn(CCCNCc2ccccn2)c(=O)n1)OCc1ccccc1	4	-0.9	13	20	-3	120	-20	2	10	x	x
Cc1c(NC2=CC(=O)CC(C)(C)C2)c(=O)n(-c2ccccc2)n1C	-4	0.0	-4	-5	-5	103	5	-5	8	-1	-2
COc1ccccc1N1CCN(CCCNC(=O)C2CCCN(c3ncnc4c3nc3n4CCCCC3)C2)CC1 (centres undefined)	6	-3.5	2	40	-15	x	-40	12	12	-8	4
OC1(CNCc2cn[nH]c2-c2cc3ccccc3o2)CCCCC1	6	-0.1	21	-15	-9	100	15	4	-1	96	-5
NS(=O)(=O)c1ccc(CCNC(=O)c2coc3ccccc3c2=O)cc1	6	-2.9	17	-1	-9	100	1	-7	-11	-6	3
O=C1CNC(=O)/C(=C/c2cccs2)N1	-6	0.6	-10	6	0	106	-6	0	36	-4	0
O=c1c2cc([N+](=O)[O-])ccc2nc(CN2CCN(c3ccccn3)CC2)n1-c1ccccc1F	-12	1.3	3	8	-7	104	-8	2	-18	177	0
COc1cc(/C=N/NC(=O)c2cccc([N+](=O)[O-])c2)ccc1O	-4	1.0	25	24	-5	105	-24	6	-5	+	-7
COc1ccc2nc(/N=C/c3c(C)[nH]n(-c4ccc(C)cc4)c3=O)sc2c1	-3	0.6	-5	-41	-6	107	41	1	3	-14	8
CC(C)(C)c1ccc(C(=O)NCC(=O)N/N=C/c2cccs2)cc1	-10	0.4	27	-4	-5	104	4	0	0	-8	2
CCOC(=O)N1CCN(C(=O)CSc2ccc(-c3ccc(OC)c(OC)c3)nn2)CC1	6	0.5	-22	27	-5	x	-27	-2	10	-6	1
Cc1ccc(NC(=S)N2CCN(Cc3ccccc3)CC2)cc1	11	-0.5	10	6	3	97	-6	-3	17	-13	2
O=C(CSCc1ccc(Cl)cc1)N1CCOCC1	0	-4.4	-9	-10	1	108	10	-10	9	4	1
O=C(CN(C(=O)CCC(=O)Nc1nccs1)c1cccc(C(F)(F)F)c1)NCC1CCCO1 (centres undefined)	2	-0.3	-11	x	-2	126	x	3	x	-4	-4
CCn1c(CNc2ccccc2Cl)nnc1SCCN1CCCCC1	-5	-5.6	-2	-4	-1	x	4	-12	x	-3	2
COc1ccc(CCNC(=O)CCNC(=O)c2ccc([N+](=O)[O-])cc2)cc1	-1	1.5	-4	6	-2	102	-6	-6	-2	12	-3
O=C(COC(=O)C1CCC1)Nc1ccccc1Sc1ccccc1	-9	0.3	2	-7	-1	97	7	-6	-8	18	-5
Cc1cc(C)nc(SCc2nnc(SCC(=O)Nc3ccc(Cl)c(C(F)(F)F)c3)o2)n1	-4	1.8	-4	19	-13	98	-19	-7	5	-13	-1
CC(=O)c1cccc(NC(=O)CN(C2CCCCC2)S(C)(=O)=O)c1	-3	-0.4	0	-4	-4	104	4	2	x	2	1
O=C(Oc1ccc(Br)cc1)c1cccnc1	8	0.9	-12	-9	1	95	9	-1	-1	2	4
Cc1ccc(Sc2ncccc2C(=O)O)cc1	-13	2.3	7	-9	-8	100	9	-6	12	-11	-5
CCCCCC1CCC(c2n[nH]c(=S)n2C)CC1 (centres undefined)	-9	1.5	-5	18	-8	x	-18	-6	5	-10	-1
Cc1cc(OC(=O)c2cccc(Br)c2)c([N+](=O)[O-])c(=O)[nH]1	8	0.3	9	-15	-2	100	15	6	x	-22	x
CC(C)c1nnc(NC(=O)CSc2ccccc2)s1	-9	0.5	-9	-18	-2	100	18	-5	0	-2	1
O=C(Nc1ccc(Cl)cc1)N(CCCN1CCOCC1)Cc1cccs1	2	-0.9	-1	20	0	103	-20	8	2	16	x
COc1ccc(C(C(=O)NC(C)(C)C)N(C[C@H]2CC[C@@H]([C@@H]3CC[C@H](CO)O3)O2)C(=O)c2ccccc2)cc1 (some centres undefined)	-4	-1.8	8	-15	-2	106	15	4	9	x	x
CCCCC(=O)Nc1ccc2c(c1)nc1n2CCOC1	-1	-0.2	-4	-18	4	102	18	-4	x	-8	x
O=C(O)C1CCCN1c1ncccn1 (centres undefined)	-1	-2.6	-3	-2	-5	98	2	3	x	-4	-2
COc1ccc(S(=O)(=O)Nc2cccc(C)c2C)c2cccnc12	0	-1.1	-4	x	-6	128	x	-2	-14	5	5
CCOC(=O)C1CCN(CC(=O)N(CC(C)C)c2c(N)n(CC(C)C)c(=O)[nH]c2=O)CC1	4	-5.2	-1	8	-6	112	-8	-9	-1	-14	-3
CC(Nc1ccc(F)cc1)=[N+](C)CCNS(=O)(=O)c1ccc(Cl)cc1	-3	1.0	4	-9	-1	111	x	0	-11	4	0
NS(=O)(=O)c1ccc(NS(=O)(=O)/C=C/c2ccccc2)cc1	-9	-2.4	-8	-18	1	88	18	-10	6	-8	-2
COc1cccc(CC2(CO)CCCN(Cc3sc(N4CCCC4)nc3Cl)C2)c1 (centres undefined)	2	4.0	5	18	-4	158	-18	-5	-4	-16	5
CCOC(=O)c1cnn(-c2ccccc2)c1-n1cccc1	-4	-0.6	-4	5	-3	98	-5	12	0	19	-1
Cc1cc(C)n2nc(C(=O)OCC(=O)c3cc(C)n(CC4CCCO4)c3C)nc2n1 (centres undefined)	-2	-1.4	5	-8	-3	102	8	-12	7	x	-6
COc1cccc(CNCCSc2nnnn2C)c1OC	8	3.1	6	-17	1	103	17	-3	-10	1	1
COc1ccc(N(CC(=O)Nc2ccc(S(=O)(=O)N3CCOCC3)cc2)S(=O)(=O)c2ccccc2)cc1	-2	-0.2	-12	4	5	x	-4	-7	-6	11	x
CC(Oc1ccc(F)cc1)C(=O)Nc1cc(S(=O)(=O)N2CCOCC2)ccc1N1CCCC1 (centres undefined)	0	0.7	13	-37	-5	100	37	-1	-2	95	-3
CCOc1ccccc1NC(=O)CSc1nc2[nH]ncc2c(=O)[nH]1	-14	0.2	6	4	-4	97	-4	-5	5	3	-1
Cc1ccc(-n2c(SCC(=O)N3CCC(C(=O)O)CC3)nc3ccccc3c2=O)cc1C	-3	-0.1	-10	6	-7	111	-6	2	28	0	x
C/C(=N\Nc1ccc(Cl)cc1)c1ccncc1	-13	0.2	-3	34	-11	97	-34	1	x	15	1
O=C(COC(=O)Cc1ccsc1)Nc1ccc(F)cc1Cl	-2	-6.7	-1	-16	-2	100	16	4	14	x	-4
S=C(Nc1ccc(Cl)cc1)NC1CCCCC1	-7	0.5	-1	6	-7	x	-6	-6	37	-7	-1
CC(C)(C)N(Cc1ccccc1)C(=O)COC(=O)Cn1cnc2ccccc2c1=O	-7	-1.9	-1	6	-12	107	-6	-6	6	172	-3
COc1cc(N(C(=O)Cc2cccs2)C(C(=O)NC2CCCCC2)c2cccc(OC)c2OC)ccc1-n1cnnn1 (centres undefined)	-14	1.6	-5	-8	-7	105	8	-1	-4	252	-2

From PubChem BioAssay
